SMARCA2 act – activators of SMARCA2 function. 370,000 tested, 1% active. AID 652017. activation, % at 9.1 µM. MG213 cells, MMTV-luciferase reporter, dexamethasone, overnight; in the data active means activation above about 7.8%;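 further: 0% = vehicle wells and 100% = reference activator wells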
MBD2 DNA inh – inhibitors of human MBD2 binding to methylated oligonucleotide; Q9UBB5; TR-FRET; inhibition, % at 4.4 µM; 370,000 tested, 0.31% active; in the data active means inhibition above about 13%
ssDAF12 agonist – activators of S. stercoralis DAF-12 nuclear receptor; HEK293 ssDAF-12/GRIP1 lit1-tk-luc reporter, luminescence; % of 3 µM dafachronic acid response; 370,000 tested, 1% active; activation, % at 6.8 µM; AID 652126;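 active means activation above the mean over all tested compounds plus 3 SD, cut at about 0.9% in these data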;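 further: 0% = DMSO-only wells and 100% = 3 µM delta7-dafachronic acid wells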
DAX1 inh-1 – inhibits human nuclear receptor DAX1. P51843. HEK293 Gal4-DAX1 luciferase reporter, luminescence. inhibition, % at 6.75 µM. 340,000 tested, 0.99% active. AID 504766;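 active means inhibition above the mean over all tested compounds plus 3 SD, cut at about 4.2% in these data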;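 further: 0% = DAX1-transfected cells with DMSO and 100% = empty-vector control cells with DMSO; inhibition shows as a rise in luminescence from relieved DAX1 repression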
Target sequence (P51843 207-470 limits assumed): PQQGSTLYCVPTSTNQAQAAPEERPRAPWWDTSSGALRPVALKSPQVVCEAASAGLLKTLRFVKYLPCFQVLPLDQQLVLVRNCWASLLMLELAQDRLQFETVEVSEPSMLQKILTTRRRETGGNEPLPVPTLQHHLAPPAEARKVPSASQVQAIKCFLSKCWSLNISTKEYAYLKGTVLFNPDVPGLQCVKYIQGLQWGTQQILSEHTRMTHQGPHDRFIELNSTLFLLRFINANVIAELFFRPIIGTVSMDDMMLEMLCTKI
PLCg1 inh – inhibitors of human phospholipase C gamma1; P19174; purified PLC-gamma1, fluorogenic substrate, fluorescence; inhibition, % at 12.2 µM; 370,000 tested, 0.84% active; in the data active means inhibition above about 9.5%
Rev-erbA mod – modulates human Rev-erb alpha binding to DNA; Rev-erbα–FITC-DNA binding, fluorescence polarization, 90 min; activity, % at 10 µM; 370,000 tested, 0.79% active;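 active means activity above about 14%, limit read from the data; passing the limit was not always enough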;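 further: 0% = DMSO wells with 35 nM protein and 100% = DMSO wells with 750 nM protein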
ADAM17 inh – inhibits human ADAM17; P78536; recombinant ADAM17, EDANS/DABCYL FRET peptide cleavage; inhibition, % at 6.95 µM; 370,000 tested, 0.83% active;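 active means inhibition above the mean of compounds lying between control limits plus 3 SD, set per campaign, cut at about 8.5% in these data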;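 further: 0% = DMSO-only wells as the low control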
Target sequence (P78536 215-824 limits assumed): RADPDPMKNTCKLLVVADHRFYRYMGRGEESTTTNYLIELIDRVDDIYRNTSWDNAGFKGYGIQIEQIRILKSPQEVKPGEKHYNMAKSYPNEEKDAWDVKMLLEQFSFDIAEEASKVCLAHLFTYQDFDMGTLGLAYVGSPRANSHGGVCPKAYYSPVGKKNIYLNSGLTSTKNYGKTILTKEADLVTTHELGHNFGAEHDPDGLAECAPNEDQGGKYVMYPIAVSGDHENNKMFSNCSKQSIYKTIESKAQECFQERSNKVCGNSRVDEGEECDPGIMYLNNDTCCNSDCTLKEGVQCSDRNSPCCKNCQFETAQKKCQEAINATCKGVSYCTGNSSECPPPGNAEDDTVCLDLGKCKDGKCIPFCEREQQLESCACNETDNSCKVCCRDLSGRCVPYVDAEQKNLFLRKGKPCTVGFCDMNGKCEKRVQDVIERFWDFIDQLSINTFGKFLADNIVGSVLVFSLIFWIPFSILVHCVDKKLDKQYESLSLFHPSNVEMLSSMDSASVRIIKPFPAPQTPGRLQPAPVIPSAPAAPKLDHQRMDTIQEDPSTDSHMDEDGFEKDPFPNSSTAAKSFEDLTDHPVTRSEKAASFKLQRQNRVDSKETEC
PLC-beta3 inh – inhibitors of human phospholipase C beta3 | Purified PLC-beta3, fluorogenic substrate, fluorescence | AID 720704 | inhibition, % at 12.2 µM | 370,000 tested, 0.18% active; in the data active means inhibition above about 11%;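 further: 0% = median of compound wells on plate and 100% = full blocker control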
hcDAF12 agonist – activators of H. contortus DAF-12 nuclear receptor; 370,000 tested, 1.4% active; AID 652067; activation, % at 6.8 µM; HEK293 hcDAF-12 lit1-tk-luc reporter, luminescence; 0% DMSO, 100% Δ7-dafachronic acid;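 active means activation above the mean of all tested compounds plus 3 SD, cut at about 5.5% in these data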;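 further: 100% = response to 3 µM Δ7-dafachronic acid high control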
DAX1 inh-2 – inhibitors of DAX1 repression of SF-1 activated StAR promoter; HEK293T StAR-luciferase reporter, SF-1/DAX-1 repression relief; inhibition, % at 6.8 µM; 370,000 tested, 1.1% active; AID 652010;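 active means inhibition above the mean over all tested compounds plus 3 SD, cut at about 3.6% in these data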;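 further: 0% = DAX-1 cells with DMSO and 100% = cells lacking DAX-1 with DMSO; higher inhibition means more luminescence from relief of DAX-1 repression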
hgDAF12 agonist – agonists of H. glycines DAF-12 nuclear receptor | HEK293 GAL4-hgDAF12 UAS-luciferase reporter, agonist luminescence; normalized to butyrate control | 370,000 tested, 1.8% active | activation, % at 6.8 µM;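 active means activation above a cutoff set at the mean of all screened compounds plus 3 SD, cut at about 10% in these data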;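 further: 0% = DMSO wells and 100% = sodium butyrate wells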
* hit, by the source's call; i = inactive; / = no result given.

The opening three compounds, to show the layout:
SMILES	SMARCA2 act	MBD2 DNA inh	ssDAF12 agonist	DAX1 inh-1	PLCg1 inh	Rev-erbA mod	ADAM17 inh	PLC-beta3 inh	hcDAF12 agonist	DAX1 inh-2	hgDAF12 agonist
COc1ccc(N(CC(=O)N2CCN(c3ccccc3F)CC2)S(=O)(=O)c2c(C)noc2C)cc1	-2	1	-0.7	-0.1	-2	4	-1	-5	1.2	-0.1	-2.0
CC(C)CCNC(=O)CNC(=S)N(Cc1ccccc1)Cc1cccnc1	-3	-2	-1.1	1.2	-3	4	-2	4	-1.2	0.1	-1.8
CC(=O)c1ccc(NC(=O)CSc2nc(C3CC3)nc3ccccc23)cc1	0	1	-0.8	-2.4	-2	12	-3	-9	-0.6	-0.3	0.2

The list itself (from the top)
SMILES	SMARCA2 act	MBD2 DNA inh	ssDAF12 agonist	DAX1 inh-1	PLCg1 inh	Rev-erbA mod	ADAM17 inh	PLC-beta3 inh	hcDAF12 agonist	DAX1 inh-2	hgDAF12 agonist
COc1ccc(N(CC(=O)N2CCN(c3ccccc3F)CC2)S(=O)(=O)c2c(C)noc2C)cc1	-2	1	-0.7	-0.1	-2	4	-1	-5	1.2	-0.1	-2.0
CC(C)CCNC(=O)CNC(=S)N(Cc1ccccc1)Cc1cccnc1	-3	-2	-1.1	1.2	-3	4	-2	4	-1.2	0.1	-1.8
CC(=O)c1ccc(NC(=O)CSc2nc(C3CC3)nc3ccccc23)cc1	0	1	-0.8	-2.4	-2	12	-3	-9	-0.6	-0.3	0.2
O=C1C2C3C=CC(C2C(=O)N1CCCO)C1C2C(=O)N(CCCO)C(=O)C2C31 (centres undefined)	1	10	-1.4	0.3	0	-2	-4	-2	0.3	1.0	1.2
O=C(Cn1c(=O)oc2cc(S(=O)(=O)N3CCOCC3)ccc21)N1CCc2ccccc2C1	-1	-3	-1.0	0.1	0	-1	-1	4	0.0	-0.1	-1.0
COc1cccc(/C=N/NC(=O)CN2CC(c3ccccc3)CC2=O)c1O (centres undefined)	0	1	-1.3	0.4	-28	-1	1	-28	0.0	0.2	-1.2
Cc1cc(N2CCOCC2)nc2ccc(NC(=O)CCC(=O)N3CCN(c4ccccc4F)CC3)cc12	1	2	-1.0	-0.2	-38	1	-142	-45	0.3	-0.3	6.2
COc1ccccc1C(=O)NNC(=S)NC(=O)c1sc2ccccc2c1Cl	-2	0	0.9	0.3	-1	5	0	-2	6.1*	1.0	3.6
CC(OC(=O)Nc1cccc(Cl)c1)C(=O)OC1CCCCC1 (centres undefined)	-2	3	-0.6	1.3	1	7	0	0	0.9	0.3	5.4
CCCCn1c(SCCN2CCCCC2)nc2c1c(=O)n(C)c(=O)n2C	1	2	-0.7	0.7	5	-10	-6	-2	0.2	-0.4	0.9
Cc1ccc(S(=O)(=O)N2CCOCC2)cc1NC(=O)CN1C(=O)CN(C)C1=O	-2	2	-1.0	0.2	0	-4	-3	-3	2.5	0.6	1.7
O=C(Nc1ccccc1N1CCN(C(=O)c2ccccc2)CC1)c1cc2ccccc2o1	1	-3	0.8	-0.5	0	-3	-1	1	2.5	0.6	2.2
COC(=O)c1ccc2nc(-c3cccc(Cl)c3)c(Cc3cccc(F)c3)n2c1	11*	2	0.2	/	-4	1	-2	-9	1.9	2.5	5.1
O=C(NCc1ccccc1)c1ccc(=O)oc1	-4	1	-1.5	-0.4	-2	-1	-18	-4	0.8	0.1	1.1
CCN(CC)C(=O)c1csc(Nc2ccc(C)cc2)n1	-1	0	-1.4	0.2	-15	-1	-6	-17	0.9	0.2	1.5
Cc1ccc(NC(=O)CCc2c(C)nc3ncnn3c2C)nc1	1	-6	-1.7	2.9	0	3	-1	3	-1.8	-0.6	-0.9
O=C(CNC(=S)N(Cc1ccccc1Cl)C1CCCC1)NCCCN1CCOCC1	0	0	-1.2	2.7	1	4	-4	-6	-1.2	1.8	4.0
O=C(c1ccc(Cl)c([N+](=O)[O-])c1)N(Cc1ccc(Cl)cc1)C1CCS(=O)(=O)C1 (centres undefined)	0	0	-0.6	1.4	0	-5	0	1	-0.5	0.0	-1.5
Cc1nc2ccc(C(=O)N3CCCC(CO)(Cc4ccc(F)cc4F)C3)cc2nc1C (centres undefined)	1	0	-0.8	1.5	1	-2	2	-6	-1.5	0.7	-1.0
CCN(CC)S(=O)(=O)c1ccc(OC)c(NC(=O)Cc2cccs2)c1	-2	-2	-1.8	-0.7	-3	3	-1	-8	-0.7	-0.3	-0.7
CC(=O)n1nc(-c2ccccc2)cc1-c1ccccc1	1	2	1.6*	4.6*	1	1	-2	-4	14*	1.0	12*
C=CCN=c1sc(C(=O)OC)cc(=O)n1CC=C	0	4	-1.6	0.1	1	-2	-3	-2	-2.1	-1.5	-1.2
c1ccc(COc2ccc(OCCN3CCCCC3)cc2)cc1	0	-1	-0.8	-0.7	-1	0	-2	-1	6.0*	0.1	-0.7
COc1ccc(CCNC(=O)c2nnc(Cc3c(F)cccc3Cl)o2)cc1OC	-1	7	-1.0	-0.9	1	1	-2	1	-1.8	0.1	-0.7
Cc1ccc(OCCCC(=O)NCc2ccco2)cc1	-3	-5	-1.9	1.6	-2	-3	-1	4	-1.2	-0.7	-3.8
New compounds follow
SMILES	SMARCA2 act	MBD2 DNA inh	ssDAF12 agonist	DAX1 inh-1	PLCg1 inh	Rev-erbA mod	ADAM17 inh	PLC-beta3 inh	hcDAF12 agonist	DAX1 inh-2	hgDAF12 agonist
CCOP(=O)(OCC)C(Cc1ccc(OC)c(OC)c1)N=C(c1ccccc1)c1ccccc1 (centres undefined)	-4	7	-0.9	/	0	-5	1	-1	-1.9	-1.9	-0.3
CC(C)N(C(C)C)S(=O)(=O)c1ccc(NC(=O)c2cnccn2)cc1	1	-1	-0.8	-0.9	0	5	-3	-6	-1.3	0.0	0.3
COc1cccc(NC(=S)/C(=C(\[O-])c2ccc(OC(F)F)cc2)[n+]2ccccc2)c1	-2	-3	-0.9	-0.3	-2	11	-5	-10	0.8	-0.5	1.9
O=C(Nc1cccc(Cl)c1N1CCOCC1)c1ccc2c(c1)OCCO2	-3	7	-2.3	-1.1	4	0	2	-4	-3.2	-1.1	-1.5
O=C1Nc2ccccc2C12OCCCO2	1	-5	-0.4	0.2	2	4	0	3	-1.6	-0.3	-1.2
CCOC(=O)NC1c2ccccc2Oc2ccccc21	-3	-6	-1.3	3.3	-1	14	-9	-9	0.1	-0.3	-4.6
CCCc1ccc(OCCNC(=O)c2ccccc2Br)cc1	0	-3	-1.5	1.3	-1	-6	-1	-7	0.9	-0.2	1.7
C=CCNC(=O)CN1C(=O)c2cccc3cccc1c23	0	-5	-1.1	0.8	-436	10	-29	-480	0.5	0.6	0.5
Nc1c(Cl)ncnc1N/N=C/c1ccnc2ccccc12	3	-4	-1.4	-0.9	-28	-4	-4	-31	-0.2	0.1	7.8
COc1ccc(N(C(=O)c2snc(C(N)=O)c2N)C(C(=O)NC2CCCC2)c2ccc3ncccc3c2)cc1 (centres undefined)	-1	1	-0.7	-0.7	-22	11	-16	-37	-1.6	-0.5	-2.6
CCOC(=O)c1c(CN(CC)CC)n(C)c2cc(Br)c(O)cc12	3	4	-1.8	-1.5	-7	-3	0	-20	-0.6	-0.5	0.4
CCOC(=O)c1cnc2ccc(C)cc2c1Sc1ccccc1	4	-2	-1.0	-0.4	6	2	5	3	-0.7	1.0	5.3
CCn1c(Cc2ccccc2)nnc1SCC(=O)Nc1ccccc1N1CCOCC1	2	2	-1.4	-1.1	6	6	-4	3	-0.9	-0.4	0.1
CCc1ccc2c(c1)NC(=O)C2(C)Cc1ccc(C(F)(F)F)o1 (centres undefined)	1	1	-1.7	/	4	1	6	5	-2.5	0.1	-2.5
O=C(NCC(=O)N1CCN(S(=O)(=O)c2ccccc2)CC1)c1ccc2ccccc2c1	-1	6	-0.1	-0.8	-1	6	-2	-11	0.0	-1.2	-0.9
CC(=O)c1cccc(NS(=O)(=O)c2ccc(N/C=C\C(=O)c3ccc(F)cc3)cc2)c1	-2	3	-1.5	1.0	-31	0	-1	-43	-1.9	-2.2	-5.3
COc1ccc2[nH]cc(C(=O)CN3CC(C)CC(C)C3)c2c1 (centres undefined)	5	-6	-1.4	3.5	-2	6	-2	-13	-1.4	0.2	2.8
COCOc1ccc(-c2ncc(OC)nc2NC(=O)c2ccsc2)cc1	-2	-6	-0.9	/	-1	-1	-3	-3	-1.3	-0.4	0.8
COc1ccccc1N1CCN(C2CCCN(C(=O)CCN3CCCCO3)C2)CC1 (centres undefined)	-1	0	-0.9	0.1	2	1	-4	-4	0.1	-0.1	3.1
Cn1c(=O)n(C)c2cc([N+](=O)[O-])c(N3CCN(C(=O)C(C)(C)C)CC3)cc21	-3	-13	-2.1	0.9	2	8	-4	-8	-0.9	-1.6	0.9
C=CCN(C(=O)CSc1nc2ccsc2c(=O)n1Cc1ccccn1)c1ccccc1	1	3	-2.3	-0.1	-18	-3	-5	-24	-0.4	-0.1	-1.4
N#Cc1c2ccc(O)cc2n2ccccc12	-5	-4	-2.2	-2.1	i	8	-92	i	-1.7	-0.9	6.8
CC1CCCCN1S(=O)(=O)c1cccc2nonc12 (centres undefined)	1	1	-1.0	0.0	5	0	2	-4	-1.2	-1.6	-1.1
COCc1[nH][nH]c(=O)c1C=Nc1ccc(OC(F)(F)F)cc1	-1	-1	-0.4	-0.2	2	7	3	11*	-0.3	0.0	0.0
CCCCNC(=O)C(NC(=O)c1cnccn1)C(=O)c1ccccc1 (centres undefined)	-1	-8	-0.7	/	-1	0	-3	2	-0.7	0.0	0.9

An excerpt from above in order of their number in ADAM17 inh, low to high.
smiles	ADAM17 inh
C=CCNC(=O)CN1C(=O)c2cccc3cccc1c23	-29
CCCc1ccc(OCCNC(=O)c2ccccc2Br)cc1	-1
O=C1Nc2ccccc2C12OCCCO2	0
CC1CCCCN1S(=O)(=O)c1cccc2nonc12 (centres undefined)	2

The listing continues:
SMILES	SMARCA2 act	MBD2 DNA inh	ssDAF12 agonist	DAX1 inh-1	PLCg1 inh	Rev-erbA mod	ADAM17 inh	PLC-beta3 inh	hcDAF12 agonist	DAX1 inh-2	hgDAF12 agonist
Cc1cccc(C(=O)OCC(=O)NCC2COc3ccccc3O2)c1 (centres undefined)	0	-7	-0.5	0.5	-3	1	2	-4	3.3	4.3*	-2.2
COc1ccc(N2C(=O)CC(NNC(=O)c3ccc(Br)s3)C2=O)cc1 (centres undefined)	1	-3	-1.2	1.8	-5	1	5	-2	0.3	0.0	3.0
CC1CCCCN1CCCNc1c(C=O)c(=O)[nH]c2ccccc12 (centres undefined)	-2	0	0.3	0.1	0	0	-2	-5	3.1	0.2	2.5
CCOC(=O)/C(C(N)=NC(C)C)=C(\O)c1ccccc1	-3	2	-1.7	-0.4	2	8	-1	-1	-0.2	0.3	0.4
CCCCC(=O)NC(c1ccc(OC)cc1)c1ccc2cccnc2c1O (centres undefined)	-8	-5	-0.9	-0.7	-7	-10	8	-6	-2.9	-4.5	-11
Cc1ccc(-c2ccc([C@H]3[C@H]4C=CC[C@@H](C)[C@@H]4C(=O)N3Cc3ccccc3)c(F)c2)cc1	-1	0	-1.4	1.3	0	-5	-1	1	0.4	-0.6	1.0
Cc1ccccc1-c1nc(CN2CCC(C(=O)NCCN3CCOCC3)CC2)c(C)o1	-2	-2	-0.7	0.7	1	1	-2	-6	-0.6	0.7	0.1

High-throughput results from PubChem BioAssay.
